Compound activity (PubChem)
TGFb SMAD3 inh = TGF-b pathway inhibition | HepG2 CAGA-GFP TGF-b/SMAD3 reporter, GFP fluorescence, 18 h; TGF-beta stimulated, 500 pg/mL final | Potency, µM (highest dose often 46.1 µM), for inactives: at the highest dose activity, negative = inhibition, actives largely listed as inhibitors | actives 1.2% (n = 410,000); further: potency means the concentration at half of the fitted maximal effect; on the % scale 0 is the no-effect control and ±100 the full control effect; nearly all actives have a fitted effect of over 65% in size
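Smad-responsive CAGA-GFP expression was quantified in HEPG2 cells exposed to compounds and 500 pg/mL final TGF-beta for 18 h at 37 degrees C; unstimulated wells defined full inhibition.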
HepG2 viability = counter-screen for TGF-b inhibitors: cytotoxicity in HepG2 cells | actives 0.76% (n = 410,000) | HepG2 CAGA-GFP viability, ATP luminescence, 18 h | Potency, µM (highest dose often 46.1 µM), without a hit: top-dose activity change, negative = cytotoxicity, actives largely listed as cytotoxic; further: potency means the concentration at half of the fitted maximal effect; some results filed as inactive show a strong effect at the top dose
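CellTiter-Glo luminescence gave cytotoxicity after 18 hours at 37 degrees C. The cells were HepG2 CAGA-GFP in 1% FBS DMEM, stimulated with 500 pg/mL TGF-beta after compound addition. %Activity was normalised to no-cell wells (complete cell-killing) and DMSO (no toxicity), and curves were fitted and classified.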
Abeta rescue = restores growth of yeast expressing A-beta42 peptide; AID 1347071; Potency, µM (series often up to 46.1 µM), inactives show at the top dose growth rescue, most hits filed as activators; actives 0.063% (n = 410,000); yeast expressing A-beta42, growth rescue, OD600, 48 h; response scale: 0% DMSO, 100% iron-clioquinol control; further: potency means the concentration at half of the fitted maximal effect; nearly all actives have a fitted effect of over 55% in size
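Yeast A-beta toxicity model in growth medium with pinned compounds, 48 h at 30 C; growth read as absorbance at 600 nm. Normalized to FeCl3/clioquinol equimolar mix (positive) and DMSO (negative).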
Nrf2 ARE act = activators of Nrf2 (ARE) signaling | AID 624171 | actives 0.31% (n = 410,000) | Potency, µM (series often up to 46.1 µM), for the others: top-dose activation, usual class: activators | AREc32 ARE-luciferase reporter (MCF7-derived line), luminescence, 24 h; further: potency means the concentration at half of the fitted maximal effect; % of control where 0% means no effect; nearly all actives have a fitted effect of over 65% in size
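Luminescent ARE reporter assay in AREc32_Fluc cells: overnight plating at 37 deg C, 24 hr compound incubation, Steady-Glo added, 30 min RT before reading.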
Mm-Cpn inhibitor = inhibitors of Methanococcus maripaludis chaperonin (MmCpn). purified Mm-Cpn ATPase, ADP Transcreener TR-FRET. actives 0.031% (n = 330,000). Potency, µM (titrated, usually from 76.9 µM), without a hit: at the top dose activity, negative = inhibition, hits mostly inhibitors; further: potency means the concentration at half of the fitted maximal effect; on the % scale 0 is the no-effect control and ±100 the full control effect; nearly all actives have a fitted effect of over 80% in size
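ATPase turnover read by TR-FRET ADP competition (Eu cryptate antibody/ADP-d2, 665/590 nm): 10uM ATP final, 25nM Mm-CPN final, 30 min 37degC after 10-min compound preincubation, pH 7.4 Tris/KCl/MgCl2/DTT buffer.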
CCT chaperon mod = changes cytosolic chaperonin activity. purified chaperonin ATPase assay, HTRF ADP detection, 30 min. activity change, % (no concentration beside the values), hits read low. actives 0.3% (n = 360,000); in the data active means activity change below about -30%; further: on the % scale 0 is the no-effect control and ±100 the full control effect
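We incubate TRiC, 40 or 20 nM final, with library compounds at 76 uM and 10 uM ATP for 30 min at 37 °C. ADP formed is detected with Transcreener HTRF reagents after 30 min at room temperature.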
Nrf2 inh = blocks Nrf2 signaling; A549 ARE-Fluc reporter, luciferase luminescence, 18-24 h; Potency, µM (highest dose often 46 µM), for the others: at the highest dose activity change, negative = inhibition, usual class: inhibitors; actives 2.1% (n = 360,000); further: potency means the concentration at half of the fitted maximal effect; on the % scale 0 is the no-effect control and ±100 the full control effect; nearly all actives have a fitted effect of over 60% in size
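Nrf2 activity is the BugLite luminescence, read 15 min after reagent at room temperature, following CellTiter-Fluor cytotoxicity readout (30 min, 37C). Compound titrations were applied for 18-24 h to 5000 A549 ARE_Fluc cells/well in 5% FBS OPTI-MEM.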
A549 viability = kills or reduces viability of A549 cells in Nrf2 counter-screen. A549 ARE-Fluc cells, CellTiter-Fluor viability, 18-24 h. Potency, µM (top dose mostly 46 µM), for the others: top-dose activity change, negative = cytotoxicity, hits mostly inhibitors. actives 0.16% (n = 390,000). AID 504648; further: potency means the concentration at half of the fitted maximal effect; on the % scale 0 is the no-effect control and ±100 the full control effect
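A549 ARE_Fluc cells in 5% FBS OPTI-MEM were exposed to compounds in concentration-response for 18-24 h at 37 deg C. Viability was read by CellTiter-Fluor fluorescence (Ex 405/Em 525) after 30 min, before the luciferase read.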
Akt phos inh = blocks phosphorylation of Akt; Neuro2A IGF-stimulated pAkt S473 HTRF, 20 min; active compounds read low; activity change, % for hits at 50 µM; actives 0.32% (n = 360,000); in the data active means activity change below about -80%; inconclusive means mostly about -51% to -80%; further: on the % scale 0 is the no-effect control and ±100 the full control effect
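Neuro2A cells in DMEM with 0.5% FBS, overnight at 37 deg C, given compound at single 50 µM final, then IGF (6 nM final) for 20 min at 37 deg C. Lysed; phospho-Akt Ser473 by HTRF after 24 h, 665/615 ratio.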
The depositor's hits bear a star; i = inactive; ? = inconclusive; · = no result given; & = joins results of further samples; [ ] = another dose, or the depositor's remark. Unless noted, the call rests on the fitted dose curve; in most records, active means well fitted curve in the direction sought with a large enough effect; inconclusive means small, poorly fitted or top-dose-only effect, or another doubt; inactive means no such curve, though single readings can be large; an effect the other way counts as inactive or inconclusive. Compounds were not picked by outcome; about 4.3% have a hit in one of these screens.

SMILES	TGFb SMAD3 inh	HepG2 viability	Abeta rescue	Nrf2 ARE act	Mm-Cpn inhibitor	CCT chaperon mod	Nrf2 inh	A549 viability	Akt phos inh
CC(=O)Nc1cccc(-n2nnc(SCC(=O)c3ccccc3)n2)c1	-17%	-37%	-2%	14%	-2%	0.8	15%	18%	i
O=C(NCCCOc1cccc(CN2CCCCC2)c1)c1ccc(Cl)c(Cl)c1	1%	-32%	-4%	6.2%	0%	-3.7	-1%	?	i
Cc1csc2ncc(C(=O)Nc3ccccc3F)c(=O)n12	-27%	-22%	-19%	30%	-2%	-3.2	?	-2%	i
O=c1c2oc3ccccc3c2ncn1Cc1ccc(Br)cc1	1%	26%	-14%	0.4%	·	·	21%	-3%	·
Cc1ccc(CNC(=O)CCc2nnc3ccc(NCCCN4CCCC4=O)nn23)cc1	11%	-2%	0%	-0.4%	-2%	-0.4	6%	-3%	i
COc1cccc(C(=O)c2ccccc2C(=O)O)c1	-19%	4%	-1%	-0.9%	·	-2.2	·	·	i
Cc1ccc(S(=O)(=O)N2CCN(S(=O)(=O)N3CCC(C)CC3)CC2)cc1C	-3%	-4%	-4%	-0.5%	1%	-0.3	5%	-1%	i
CC(C)C(=O)Nc1cccc(NC(=O)c2cccnc2)c1	9%	7%	9%	0.4%	1%	-0.2	-26%	10%	i
COc1ccc(Cl)cc1NS(=O)(=O)c1ccc(OC)c(OC)c1	-21%	-2%	10%	0.4%	4%	-1.4	-16%	-2%	i
O=C(CCN1C(=O)c2ccccc2C1=O)Nc1ccc(-c2nc3ccccc3o2)cc1	-6%	-3%	-11%	0.0%	-2%	-1.9	11%	-3%	i
O=C1CC(NN2CCCCC2)C(=O)N1c1ccccc1 (stereo not drawn)	9%	-1%	-13%	0.7%	2%	-0.8	?	-2%	i
COc1ccc(C(=O)NC(C)Cn2nc(C)cc2C)cc1OC1CCN(C(C)=O)CC1 (stereo not drawn)	-9%	-14%	1%	0.2%	?	-0.2	1%	5%	i
Cc1nnc(NC(=O)CSc2nccn2Cc2ccccc2)s1	-4%&14%	-27%&-51%	-5%&-18%	0.1%&-1.0%	1%	-1.7	-8%	3%&11%	i
O=[N+]([O-])c1ccc(-c2ccc(S(=O)(=O)NCCN3CCCC3)cc2)cc1	-22%	-18%	1%	4.9%	1%	-3.2	16µM*	-5%	i
COCCNC(=O)CSc1ccccc1C(=O)NC1CCSc2ccccc21 (stereo not drawn)	21%	-12%	0%	2.6%	1%	-0.6	3%	21%	i
O=C(COC(=O)C1CC2C=CC1C2)NCc1ccc(F)cc1 (stereo not drawn)	5%	13%	-13%	0.0%	1%	-3.1	-5%	5%	i
O=C1C(Cl)=C(N2CCCCCC2)C(=O)N1c1ccc(Cl)cc1	?	-5%	5%	5.2%	0%	0.1	9%	-5%	i
COc1ccc(NC(=O)c2sc(SC)nc2N)cc1	0%	-13%	9%	?	2%	1.9	?	-7%	i
CCOc1ccc(-n2c(C)c(C(C)=O)c3cc(OC(C)=O)ccc32)cc1	-18%	-1%	3%	-0.7%	-1%	0.6	1%	6%	i
S=c1[nH]nc(-c2ccco2)n1/N=C/C=C/c1ccccc1	?	-48%	-3%	27%	-1%	-2.6	3%	26%	i
O=C(COc1ccccc1)Nc1ccccc1Cl	9%	3%	-16%	?	-1%	2.3	?	9%	i
CC(C)c1ccccc1NC(=O)COC(=O)C1(C)CC1(Cl)Cl (stereo not drawn)	4%	0%	26%	-0.2%	0%	-1.1	4%	-1%	i
COc1ccc(CNC(=O)CCN2C(=O)c3ccccc3S2(=O)=O)cc1	-10%	-12%	1%	-1.0%	-2%	-1.6	-2%	5%	i
COc1ccc(S(=O)(=O)NC2CC3CCC2C3)cc1Br (stereo not drawn)	-22%	-2%	-60%[inhibitor]	1.0%	1%	-1.8	-28%	-2%	i
O=C(O)c1ccc(N=Cc2c(O)ccc3ccccc23)cc1	7%	-4%	6%	0.4%	-4%	-0.2	-3%	-7%	i
CC(NC(=O)c1ccc(S(=O)(=O)Nc2ccccc2)cc1)c1ccc(S(N)(=O)=O)cc1 (stereo not drawn)	-6%	2%	11%	-0.2%	0%	-1.8	-2%	-1%	i
O=C(COC(=O)c1cc(S(=O)(=O)N2CCOCC2)ccc1Cl)NC1CCCCC1	-3%	-24%	-8%	0.0%	·	-1.6	·	·	i
O=C(COC(=O)c1ccc(O)cc1)Nc1ccc2c(c1)OCCO2	23%	-24%	9%	4.0%	-1%	2.4	?	4%	i
CC1(c2ccccc2Cl)NC(=O)N(CC(=O)Nc2ccc(N3CCOCC3)cc2)C1=O (stereo not drawn)	-1%	2%	-2%	-0.6%	2%	-0.3	4%	4%	i
CCn1cc(/C=C(/C#N)S(=O)(=O)c2ccccc2)cn1	0%	3%	-11%	0.2%	-5%	4.2	15%	-8%	i
COc1ccc(CN2C(=O)c3cccnc3C2=O)cc1S(=O)(=O)NCc1ccco1	0%	24%	-21%	0.4%	1%	-1.4	-22%	-13%	·
COc1ccc2c(CN3CCCCCCC3)cc(=O)oc2c1	-19%	-17%	-8%	5.9%	·	0.5	·	·	i
COC(=O)CCCC1=CC2=C(c3ccccc3)C(=O)C(C)(OC(=O)C3CCCC3)C(=O)C2=CN1C1CC1 (stereo not drawn)	-23%	5%	10%	0.6%	1%	-1.9	-10%	-6%	i
O=C(N/N=C/c1cc([N+](=O)[O-])ccc1O)NC12CC3CC(CC(C3)C1)C2	?	-25%	-1%	2.4%[9.22 µM]	0%	-3.4	3%	-4%	i
CC(=O)c1ccc(OC(=O)C2CSC3(C)CCC(=O)N23)cc1 (stereo not drawn)	12%	10%	-7%	-0.2%	1%	0.2	5%	8%	i
O=[N+]([O-])c1cccc(S(=O)(=O)NCC2CC3CCC2C3)c1 (stereo not drawn)	-4%	-20%	-2%	3.0%	0%	-2.7	-8%	-5%	i
Fc1ccc(CN2CCCCCCC2)cc1F	-11%	-24%	3%	-1.2%	0%	-3.0	2%	-4%	i
COc1cccc(CN(C)C(=O)C2CCC(=O)N(Cc3cccc(F)c3)C2)c1 (stereo not drawn)	-1%	-9%	5%	-0.5%	2%	-0.2	18%	-2%	i
CCOc1cc(CNCc2ccc3c(c2)OCO3)ccc1OC	4%	0%	-8%	2.8%	1%	1.2	5%	-7%	i
N#Cc1c(N)nc2c(c1-c1ccc(Br)s1)CCCC2	-3%	3%	-10%	0.1%	-12%	-3.6	-5%	0%	i

Structures from the list above with bromine (three):
SMILES	TGFb SMAD3 inh	HepG2 viability	Abeta rescue	Nrf2 ARE act	Mm-Cpn inhibitor	CCT chaperon mod	Nrf2 inh	A549 viability	Akt phos inh
O=c1c2oc3ccccc3c2ncn1Cc1ccc(Br)cc1	1%	26%	-14%	0.4%	·	·	21%	-3%	·
COc1ccc(S(=O)(=O)NC2CC3CCC2C3)cc1Br (stereo not drawn)	-22%	-2%	-60%[inhibitor]	1.0%	1%	-1.8	-28%	-2%	i
N#Cc1c(N)nc2c(c1-c1ccc(Br)s1)CCCC2	-3%	3%	-10%	0.1%	-12%	-3.6	-5%	0%	i

The main list resumes, starting 2 compounds before the break.
SMILES	TGFb SMAD3 inh	HepG2 viability	Abeta rescue	Nrf2 ARE act	Mm-Cpn inhibitor	CCT chaperon mod	Nrf2 inh	A549 viability	Akt phos inh
CCOc1cc(CNCc2ccc3c(c2)OCO3)ccc1OC	4%	0%	-8%	2.8%	1%	1.2	5%	-7%	i
N#Cc1c(N)nc2c(c1-c1ccc(Br)s1)CCCC2	-3%	3%	-10%	0.1%	-12%	-3.6	-5%	0%	i
Cc1ccc(NC(=O)CN2CCc3ccccc3C2)cc1C	1%	0%	-9%	-0.6%	-1%	-0.7	11%	0%	i
CCOC(=O)N1CCC(NC(=O)c2ccc3c(c2)N(Cc2ccccc2)C(=O)c2ccccc2S3(=O)=O)CC1	·	-15%	-12%	5.5%	·	·	-13%	1%	·
CCCC(=O)N1CCC1(C)C(=O)Nc1cccc(OC(C)C)c1 (stereo not drawn)	13%	-88%	-14%	0.4%[9.22 µM]	·	-4.1	·	·	i
CCC(C)NC(=O)c1cn(CC)c2ccc(S(=O)(=O)N3CCc4ccccc4C3)cc2c1=O (stereo not drawn)	?	-25%	2%	-0.3%	·	·	23µM*	-9%	·
CC(=O)Nc1ccc(S(=O)(=O)NCCCN2CCOCC2)cc1	6%	3%	-14%	-0.4%	2%	-0.2	5%	4%	i
CCCN1CCC(NC(=O)C2CCCCC2C(=O)O)CC1 (stereo not drawn)	4%	15%	-13%	-0.1%	2%	-1.7	2%	8%	i
Cc1ccc(S(=O)(=O)NCC(=O)NC2CCCCCC2)cc1	3%	0%	8%	-0.1%	1%	0.2	4%	-1%	·
COc1cc(OC)c2c(=O)cc(-c3ccccc3)oc2c1	-9%	-39%	-50%[inhibitor]	27%	·	1.1	23%	10%	i
COC(=O)c1ccccc1NC(=O)N1CCN(S(C)(=O)=O)CC1	23%	3%	-9%	0.1%	-2%	-1.7	?	0%	i
COc1ccc(NC(=O)CN2CCCN(S(=O)(=O)c3ccc(F)cc3)CC2)c(OC)c1	-1%	-6%	14%	-1.0%	0%	1.1	?	-4%	i
COCC(C)NC(=O)C1CCN(S(=O)(=O)c2ccc3ccccc3c2)CC1 (stereo not drawn)	-38%	3%	-5%	0.1%	5%	-2.5	-15%	-3%	i
O=C(O)c1ccc(/C=N/n2c(C3CCCCC3)n[nH]c2=S)cc1	10%	-3%	5%	0.2%	-1%	-0.6	-20%	0%	i
